# MEP2-GFP yeast: modulators of MEP2-GFP levels in yeast, primary screen, S. cerevisiae, multiplex flow cytometry, MLPCN library; AID 2016, 2009; GFP response vs DMSO, % at 10 µM; S. cerevisiae MEP2-GFP strain, 3 h; 100% = DMSO control level; 330,000 compounds, 0.51% hits;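 active = GFP response versus DMSO above a set limit, roughly screen mean plus 3 SD, cut at about 180% in these data; inconclusive = fewer than 70 cells counted for a yeast strain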;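 also: median GFP fluorescence of the barcode-gated MEP2-GFP cells per well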
# CIT2 TOR yeast: modulators of CIT2-GFP expression in yeast, primary screen, S. cerevisiae, GFP fusion, multiplex flow cytometry, MLPCN library; S. cerevisiae CIT2-GFP strain, 3 h; 100 means same as DMSO wells; GFP response vs DMSO, % at 10 µM; 320,000 compounds, 0.065% hits; AID 2029, 2009;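 active = GFP response relative to DMSO above a set limit, near the screen mean plus 3 SD, cut at about 150% in these data; inconclusive = Fewer than 70 cells measured for a yeast strain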;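 also: ratio of well median GFP fluorescence to mean of DMSO wells on the plate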
# RPL19A TOR yeast: RPL19A-GFP expression modulators in yeast, primary screen, cell-based, S. cerevisiae, multiplex flow cytometry, MLPCN; S. cerevisiae RPL19A-GFP strain, 3 h; stronger effect = lower value; percent response vs DMSO, % at 10 µM; 330,000 compounds, 0.3% hits; AID 2025, 2009;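 active = percent response vs DMSO below 50%; inconclusive = fewer than 70 events counted for the yeast strain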;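 also: median channel GFP fluorescence of the barcoded RPL19A-GFP strain; ratio of sample median GFP to plate DMSO average so 100% = DMSO; lower means less RPL19A-GFP as with rapamycin TOR inhibition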
# LAP4 TOR yeast: modulators of LAP4-GFP expression in yeast, primary screen, S. cerevisiae, multiplex flow cytometry, MLPCN library; GFP response vs DMSO, % at 10 µM; 320,000 compounds, 0.34% hits; 3 h; median GFP as percent of DMSO wells; AID 2023, 2009;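 active = GFP response vs DMSO above a set limit, about the screen mean plus 3 SD, cut at about 150% in these data; inconclusive = under 70 cell events counted for the yeast strain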
# AGP1 TOR yeast: modulators of AGP1-GFP expression in yeast TOR pathway, primary screen, cell-based, multiplex flow cytometry, S. cerevisiae, MLPCN library; 3 h; GFP as percent of DMSO wells; GFP response vs DMSO, % at 10 µM; 320,000 compounds, 0.02% hits; AID 2066, 2009;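 active = GFP response relative to DMSO above a set limit, near screen average plus 3 SD, cut at about 150% in these data; inconclusive = fewer than 70 cells counted for the yeast strain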;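 also: median GFP channel fluorescence of the gated AGP1 strain per well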
# VLA-4 inh: inhibition in human VLA-4 binding assay, primary screen, VLA-4 allosteric modulator project, MLPCN library, flow cytometry, VLA-4 expressing cells; Integrin alpha-4 (Homo sapiens), P13612; 330,000 compounds, 0.2% hits; ligand binding flow cytometry; inhibition, % (about 7 µM as worked out from the volumes in the protocol); in the data active = inhibition above about 50%
# Target sequence (P13612 whole entry, looked up): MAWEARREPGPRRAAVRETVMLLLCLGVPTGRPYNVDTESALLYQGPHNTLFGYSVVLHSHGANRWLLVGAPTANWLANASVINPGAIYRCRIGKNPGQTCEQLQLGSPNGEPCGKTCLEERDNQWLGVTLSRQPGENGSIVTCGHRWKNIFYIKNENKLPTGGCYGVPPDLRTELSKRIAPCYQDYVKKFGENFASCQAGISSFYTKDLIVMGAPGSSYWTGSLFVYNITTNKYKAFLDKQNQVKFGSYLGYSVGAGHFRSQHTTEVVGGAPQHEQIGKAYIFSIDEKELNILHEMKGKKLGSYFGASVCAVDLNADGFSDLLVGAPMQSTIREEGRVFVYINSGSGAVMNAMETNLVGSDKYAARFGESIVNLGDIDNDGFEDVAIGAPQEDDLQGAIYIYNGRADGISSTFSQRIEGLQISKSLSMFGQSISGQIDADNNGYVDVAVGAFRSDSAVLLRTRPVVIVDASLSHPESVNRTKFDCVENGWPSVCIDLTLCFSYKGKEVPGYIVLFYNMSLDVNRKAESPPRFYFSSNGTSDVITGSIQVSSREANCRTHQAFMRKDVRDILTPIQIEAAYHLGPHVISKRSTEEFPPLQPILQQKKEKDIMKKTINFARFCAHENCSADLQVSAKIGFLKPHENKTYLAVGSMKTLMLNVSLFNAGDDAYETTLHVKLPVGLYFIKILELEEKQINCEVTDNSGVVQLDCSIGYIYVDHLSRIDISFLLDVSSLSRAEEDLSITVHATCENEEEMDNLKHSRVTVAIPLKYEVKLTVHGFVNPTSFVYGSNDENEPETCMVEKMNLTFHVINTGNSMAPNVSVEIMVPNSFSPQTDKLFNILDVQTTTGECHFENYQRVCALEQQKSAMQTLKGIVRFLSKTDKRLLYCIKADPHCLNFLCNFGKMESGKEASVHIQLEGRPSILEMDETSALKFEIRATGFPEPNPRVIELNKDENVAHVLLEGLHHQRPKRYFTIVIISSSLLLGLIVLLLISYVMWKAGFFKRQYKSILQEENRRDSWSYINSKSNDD
# GRK2 aptamer HTS: compounds blocking aptamer binding on GRK2 – biochemical, human GRK2, bead flow cytometry, HTS, primary screen; Beta-adrenergic receptor kinase 1 (Homo sapiens), P25098; FAM-aptamer displacement from GRK2; inhibition of aptamer binding, % at 10 µM; 330,000 compounds, 0.59% hits; AID 488847, 2010;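 active = inhibition of aptamer binding above 40%, roughly 3 SD of noise, on plates passing a quality check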;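 also: median bead fluorescence of bound FAM aptamer so fluorescent compounds give negative values; no value below 0 was filed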
# JMJD2C inh: inhibitors of GASC-1 histone demethylase, primary screen, biochemical, fluorescence, DELFIA europium | GST-JMJD2C(1-420) H3K9me3 demethylation | inhibition, % at 2.35 µM | 330,000 compounds, 0.069% hits | AID 2099, 2009 | Lysine-specific demethylase 4C (Homo sapiens), Q9H3R0;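 active = more than half of a compound's replicate wells show inhibition beyond 50%, single wells judged on their own value; inconclusive = some, but no more than half, of replicates pass 50% inhibition; inactive = no replicate passes 50% inhibition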;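 also: signal counts dimethyl H3K9 product captured on neutravidin plate; 0% = median of DMSO wells and 100% = 0.3 times that DMSO median; strong numbers were not always called active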
# * = called active by the depositor; u = inconclusive; x = not tested or not shown; & = joins results of further samples.
SMILES,MEP2-GFP yeast,CIT2 TOR yeast,RPL19A TOR yeast,LAP4 TOR yeast,AGP1 TOR yeast,VLA-4 inh,GRK2 aptamer HTS,JMJD2C inh
C=CC[C@H]1CC(C)=C[C@H](CC=C)N1,99,103,100,99,103,0,1,-5
COc1ccc(Cl)cc1NC(=O)CN1C(=O)NC(C)(Cc2ccc(OC)c(OC)c2)C1=O (centres undefined),96,97,96,95,98,4,0,x
O=C(COC(=O)c1ccc[nH]c1=O)NCCCc1ccccc1,96,89,95,102,98,10,1,2
O=c1cc(CSc2nnc(COc3ccc(Cl)cc3)o2)c2ccccc2[nH]1,96,97,95,99,102,6,0,-14&8
COc1cc(CCC(=O)Nc2c(C(=O)N3CCN(c4ccccc4)CC3)oc3ccccc23)on1,92,89,100,94,95,-4,2,11
C/C(=N\NC(=O)c1ccc(NS(=O)(=O)c2cccs2)cc1)c1ccc(Cl)cc1,101,116,98,100,91,3,1,9
Cc1cc(NC(=O)C(=O)NCCN2CCN(C(=O)c3cccs3)CC2)ccc1Br,100,94,97,102,103,-1,2,160
COc1ccc2cc(S(=O)(=O)N3CCOCC3)ccc2c1,99,101,99,102,100,-1,0,10
CCCCN(C(=O)CSc1cc(C)c2ccc(OC)cc2n1)c1c(N)n(Cc2ccccc2)c(=O)[nH]c1=O,105,95,94,102,98,-3,2,7
Cc1nc(SC(C)C(=O)c2c(N)n(C)c(=O)n(C)c2=O)c2c(C)c(C)sc2n1 (centres undefined),104,101,99,102,104,1,0,-3
Cc1cc(Cl)nc(Cl)c1C(=O)NC(=O)NCCC(C)C,89,93,96,90,95,1,0,3
COc1ccc(Cl)cc1NC(=O)Cn1c(C)csc1=O,100,102,96,99,100,5,4,-1
COc1ccc(-c2coc3c(CN4CCOCC4)c(O)ccc3c2=O)cc1,114,104,101,119,111,7,0,5
O=C(CCNC(=O)c1ccccc1Cl)NC1=NCCS1,105,96,100,105,100,10,10,156
Cc1ccc[n+](CC(=O)c2cc3ccccc3oc2=O)c1,93,102,95,95,101,-4,0,2
COc1ccccc1CNC(=O)CN(C)CC(=O)Nc1cccc(F)c1,100,95,100,102,102,-16,0,-6
CCOc1cc(/C=C(\C#N)C(=O)NCC2CCCO2)ccc1OCC(N)=O (centres undefined),109,107,106,109,112,1,0,-6
CCC(CC)NC(=O)c1cccc(Oc2ccccc2)c1,99,99,103,97,97,-11,24,-7
O=C1/C(=C/c2cccnc2)SC(=S)N1c1ccccc1,102,109,107,97,100,-6,0,0
COc1ccc(/C=N/NC(=O)c2cccc(Br)c2)cc1Cn1cc(Cl)cn1,97,100,110,112,105,-4,0,-2
O=C(CCCC1=NS(=O)(=O)c2ccccc2N1)N1CCN(c2ccc([N+](=O)[O-])cc2)CC1,101,99,100,97,103,-1,0,0
COCCNC(=O)c1onc(CSc2ccc(F)cc2)c1C(=O)NCCOC,96,89,105,116,93,12,4,3
O=S(=O)(NCCC1=CCCCC1)c1c(Cl)cccc1Cl,96,81,89,103,90,-1,0,4
Cc1nc(=O)c(-c2ccccc2)c(C)n1-c1ccccc1C(=O)O,101,96,99,102,103,12,0,-3
CC(=O)N1CCc2c(sc(NC(=O)CS(=O)(=O)c3ccc(F)cc3)c2C(N)=O)C1,89,89,88,91,94,13,0,22
SMILES,MEP2-GFP yeast,CIT2 TOR yeast,RPL19A TOR yeast,LAP4 TOR yeast,AGP1 TOR yeast,VLA-4 inh,GRK2 aptamer HTS,JMJD2C inh
O=C1c2ccccc2-c2nnc(-c3ccccc3)cc21,95,82,86,105,x,10,0,-1
CC(C)(C)C(=O)NC(=S)Nc1sc2c(c1C(N)=O)CCC2,90,90,97,94,98,-12,0,-4
C=CCn1cc(/C=N/Nc2nc3ccccc3[nH]2)c2ccccc21,98,104,104,95,103,-1,0,-5
COc1ccc(CNC(=O)CN2C(=O)c3ccc([N+](=O)[O-])cc3C2=O)cc1,102,111,102,94,104,5,3,49
O=C(CN1CCN(CC(=O)Nc2ccc(-c3ccccc3)cc2)CC1)Nc1ccc(F)cc1,103,104,108,101,104,1,2,-20
Cc1cc(Oc2ccccc2)nc(SCC(=O)Nc2ccc(Cl)cc2Cl)n1,104,102,105,110,110,-3,4,-108
CCn1c(=O)c(C(=O)NCc2ccc(F)cc2)c(O)c2ccccc21,u,u,u,u,u,9,18,0
Cc1cccn2c(=O)c(/C=C(\C#N)S(=O)(=O)c3ccccc3)c(N3CCCCC3)nc12,95,93,92,103,102,-7,3,7
O=C1CS/C(=N/N=C2C3CC4CC(C3)CC2C4)N1,100,102,99,93,102,1,5,2
Cc1noc(C)c1COc1ccccc1C(=O)N(C)CC(=O)Nc1ccc(F)cc1,105,110,104,105,103,7,0,-44
Cc1cccc(NC(=S)N2CCC(O)CC2)c1C,96,90,98,99,99,28,1,-7
COC(=O)c1cc(-c2cccs2)[nH]n1,104,107,103,106,92,13,1,-15
CCOC(=O)N1CCN(C(=O)COc2cc(=O)n(CC)c3ccccc23)CC1,104,110,101,96,112,1,2,1
Cc1ccc(NS(=O)(=O)c2cccc3nsnc23)cc1,99,107,103,99,93,4,0,8
O=C(NC(=S)Nc1ccc(S(=O)(=O)N2CCCC2)cc1)C1CCC1,109,114,109,99,110,-16,1,0
CN1CCN(NC(=O)Nc2ccc(F)cc2)CC1,109,92,118,80,95,-1,2,-3
COc1ccc(/C=C/C(=O)OCC(=O)Nc2ccc(Cl)c(S(=O)(=O)N(C)C)c2)cc1OC,101,107,103,91,98,-7,3,-4
CCN(CC)CCCNC(=O)c1cc2c(=O)n(C)c3ccccc3c2n1C,102,107,99,101,100,1,0,3
O=C(Cn1c(=O)oc2ccccc21)Nc1nnc(N2CCCCCC2)s1,110,89,99,101,97,2,0,-8
COc1ccc2c(c1)OC13CCCCC1C2C(C(=O)c1ccccc1)C(=O)N3 (centres undefined),99,96,100,104,103,-7,0,10
CCOC(=O)c1nnn(-c2nonc2-n2cccc2)c1CN1CCC(C)CC1,94,88,100,101,94,1,1,-3
COC(=O)CNC(=O)c1cc(-c2ccncc2)nc2c(C)c(Cl)ccc12,97,99,95,107,102,1,0,2
Cc1cc(C(=O)COc2ccc([N+](=O)[O-])cc2)c(C)n1C1CC1,103,93,98,113,100,-15,4,-8
CC(C)/C=C/CN1CCN(CCCc2ccccc2)C(CCO)C1 (centres undefined),103,98,105,92,102,12,0,52
CC(=O)c1ccc(NC(=O)c2ccc(S(=O)(=O)c3ccccc3)cc2)cc1,119,101,102,103,103,8,0,-3
SMILES,MEP2-GFP yeast,CIT2 TOR yeast,RPL19A TOR yeast,LAP4 TOR yeast,AGP1 TOR yeast,VLA-4 inh,GRK2 aptamer HTS,JMJD2C inh
CC1CN(C(=O)/C=C/c2ccccc2[N+](=O)[O-])CC(C)O1 (centres undefined),98,97,97,86,94,10,0,3
c1ccc2c3c([nH]c2c1)CCNC3,105,104,106,84,98,-2,0,4
COCCNC(=O)C(c1ccncc1)N(C(=O)Cn1nnc2ccccc21)c1ccc(OC)cc1 (centres undefined),113,107,90,88,92,-7,2,23
N#CC(C#SN)=C1CCCCC1,109,88,90,107,x,-5,0,16
CCc1ccc(NC(=O)NNC(=O)c2cc3ccccc3cc2O)cc1,92,101,96,90,93,-4,0,11
CC(=O)c1ccc(NC(=O)CCc2nnc3ccc(N4CCC5(CC4)OCCO5)nn23)cc1,98,93,88,93,93,-116,0,-21
